# Source: PubChem BioAssay (National Center for Advancing Translational Sciences (NCATS))
# TRHR agonist: qHTS for Small Molecule Agonists and Allosteric Enhancers of Human TRH Receptor: Primary Screen for Agonists; Thyrotropin-releasing hormone receptor (Homo sapiens), P34981; TRHR cells, calcium flux fluo-8, FDSS agonist mode; activation, % at 2 µM; 0.18% of 360,000 active; in the data active = activation above about 30%; note: 0% is about no effect
#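 Read-out: compound-evoked intracellular calcium rise in TRHR cells, fluo-8 dye, kinetic FDSS fluorescence at 1 s/cycle following a 10-cycle baseline. Cells cultured overnight before dye loading (30 min–1.5 h, RT).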
# 12-LOX inh: Primary qHTS assay for inhibitors of human arachidonate 12S-lipoxygenase (ALOX12): Round 2. purified 12hLO, xylenol orange hydroperoxide absorbance. Potency, µM (top dose mostly 108 µM), for inactives: at the top dose activity change, negative = inhibition, hits mostly inhibitors. 1.1% of 580,000 active. AID 1671190, 2021; note: potency is the fitted concentration of half-maximal effect; % is set by controls: 0 for no effect and ±100 for the full control effect
#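 Purified human 12hLO (150 nM final) in 25 mM Hepes, 0.01% Triton X-100, pH 7.0 was preincubated 15 min at room temperature with compound. Then 40 uM arachidonic acid was added, 30 min. Hydroperoxide was read by Fe-XO absorbance ratio 573/405 nm.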
# POLI inh: qHTS for Inhibitors of Polymerase Iota. Potency, µM (titrated, usually from 115 µM), inactives show at the top dose activity, negative = inhibition, most hits filed as inhibitors. 1% of 390,000 active. AID 588590, 2011. Pol iota fluorescent replication assay, 10 min. DNA polymerase iota (Homo sapiens), Q9UNA4; note: potency is the fitted concentration of half-maximal effect
# Target sequence (Q9UNA4 whole entry, looked up): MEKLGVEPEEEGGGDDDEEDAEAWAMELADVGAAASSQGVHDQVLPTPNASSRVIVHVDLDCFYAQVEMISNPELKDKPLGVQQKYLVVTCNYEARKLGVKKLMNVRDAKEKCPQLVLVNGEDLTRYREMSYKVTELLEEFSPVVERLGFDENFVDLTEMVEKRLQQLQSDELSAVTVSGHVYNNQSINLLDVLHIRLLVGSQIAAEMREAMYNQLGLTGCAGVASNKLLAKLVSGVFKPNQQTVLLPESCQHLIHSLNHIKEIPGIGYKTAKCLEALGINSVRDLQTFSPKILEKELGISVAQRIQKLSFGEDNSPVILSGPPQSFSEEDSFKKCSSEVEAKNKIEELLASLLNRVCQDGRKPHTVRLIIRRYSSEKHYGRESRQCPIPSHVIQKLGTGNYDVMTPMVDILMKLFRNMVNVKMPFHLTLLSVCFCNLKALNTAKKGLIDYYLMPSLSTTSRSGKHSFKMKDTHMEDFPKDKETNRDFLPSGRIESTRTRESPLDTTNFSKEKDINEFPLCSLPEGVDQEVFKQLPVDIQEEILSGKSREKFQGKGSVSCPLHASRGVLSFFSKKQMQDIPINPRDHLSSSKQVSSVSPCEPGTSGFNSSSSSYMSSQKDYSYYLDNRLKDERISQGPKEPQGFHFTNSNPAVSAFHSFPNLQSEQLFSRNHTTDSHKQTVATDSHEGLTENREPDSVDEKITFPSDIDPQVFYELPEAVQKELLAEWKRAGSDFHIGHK
#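 Pol iota at 10 nM preincubated 15 min with compounds at room temperature; reaction started with fluorescent substrate, 50 nM final. Fluorescence read kinetically at 0 and 10 min; buffer-only wells as negative control.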
# POLK inh: qHTS for Inhibitors of Polymerase Kappa; DNA polymerase kappa (Homo sapiens), Q9UBT6; purified Pol kappa, fluorescent DNA synthesis assay, 10 min; Potency, µM (titrated, usually from 107 µM), without a hit: at the highest dose activity, negative = inhibition, usual class: inhibitors; 0.53% of 400,000 active; note: potency is the fitted concentration of half-maximal effect; % is set by controls: 0 for no effect and ±100 for the full control effect
#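 Fluorescent qHTS in 1536-well format: enzyme (10 nM) and compound sat 15 min at room temperature before 50 nM substrate (final) was added. Signal taken at 0 and 10 min; no-enzyme buffer wells were negative controls.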
# BLM inh: qHTS Assay for Inhibitors of Bloom's syndrome helicase (BLM) | RecQ-like DNA helicase BLM (Homo sapiens), P54132 | 0.2% of 350,000 active | Potency, µM (top dose mostly 56.1 µM), inactives show at the highest dose activity change, negative = inhibition, actives largely listed as inhibitors | recombinant BLM DNA unwinding, fluorescence dequenching | AID 2528, 2010;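 note: potency is the fitted concentration of half-maximal effect; plate controls were vehicle for no effect and no enzyme for full effect; nearly all actives have a fitted effect of over 35% in size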
# APE1 inh: qHTS Assay for Inhibitors of the Human Apurinic/apyrimidinic Endonuclease 1 (APE1) | DNA repair nuclease/redox regulator APEX1 (Homo sapiens), P27695 | recombinant APE1, TAMRA/BHQ-2 abasic DNA cleavage fluorescence | Potency, µM (top dose mostly 65.8 µM), inactives show at the top dose activity change, negative = inhibition, usual class: inhibitors | 0.35% of 350,000 active | AID 2517, 2012;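 note: potency is the fitted concentration of half-maximal effect; plate controls were vehicle for no effect and reference inhibitor for full effect; nearly all actives have a fitted effect of over 55% in size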
# Target sequence (P27695 whole entry, looked up): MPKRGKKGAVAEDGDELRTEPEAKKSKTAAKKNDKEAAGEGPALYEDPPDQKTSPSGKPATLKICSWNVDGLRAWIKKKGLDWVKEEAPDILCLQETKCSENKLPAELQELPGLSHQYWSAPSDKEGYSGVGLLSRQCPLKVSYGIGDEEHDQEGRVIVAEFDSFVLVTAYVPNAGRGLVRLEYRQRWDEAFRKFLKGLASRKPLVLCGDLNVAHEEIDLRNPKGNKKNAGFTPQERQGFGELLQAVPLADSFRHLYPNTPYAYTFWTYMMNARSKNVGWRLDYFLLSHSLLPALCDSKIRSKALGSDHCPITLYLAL
#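 Quantitative HTS: incision of a TAMRA/BHQ-2 double-stranded substrate bearing a tetrahydrofuran abasic site by 0.75 nM APE1 raises fluorescence. Substrate 50 nM final, added after 15 min compound preincubation at room temperature; progress as third-minus-first kinetic read difference.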
# Apoferritin bind: qHTS Assay for Identification of Novel General Anesthetics. Ferritin light chain (Equus caballus), P02791. apoferritin/1-aminoanthracene competitive binding, fluorescence. Potency, µM (top dose mostly 77.5 µM), without a hit: top-dose activity change, negative = displacement, actives largely listed as inhibitors. 0.074% of 350,000 active. AID 485281, 2010; note: potency is the fitted concentration of half-maximal effect; % is set by controls: 0 for no effect and ±100 for the full control effect; nearly all actives have a fitted effect of over 20% in size
#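 Concentration-response curves derived by four-parameter Hill fitting of normalized fluorescence, where compounds displaced 1-AMA from 10 uM horse apoferritin following a brief 10 min room-temperature incubation; propofol titration acted as positive control.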
# ERG-DNA inh: qHTS for Small Molecule Inhibitors of the ERG Ets/DNA interaction; Potency, µM (series often up to 76.9 µM), for the others: top-dose FP activity, negative = inhibition, actives largely listed as inhibitors; 0.028% of 370,000 active; fluorescence polarization, His-ERG Ets domain / labelled DNA; active = well fitted inhibition curve with a large enough effect in the polarisation, with a control signal flat; inconclusive = small, poorly fitted or top-dose-only effect, or effect the other way, or a change in a side signal; inactive = no such curve, though single readings can be large or run the other way; the % refers to the polarisation;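 note: polarization taken with two DNA probes labelled with fluorescein and Texas red; potency is the fitted concentration of half-maximal effect; % of control where 0% means no effect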
#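 His-tagged ERG Ets domain (1 uM in the protein solution; 300mM KCl, 50mM Tris-HCl, 1mM EDTA, 1mM DTT, pH 7.5) received compound, then a probe mix of 5 nM fluorescein-DNA and 100nM Texas-615-DNA. Fluorescence polarization was read for both dyes.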
# POLB inh: qHTS Assay for Inhibitors of DNA Polymerase Beta. Pol beta primer extension/strand displacement, fluorescence kinetic. P06746. 1.3% of 340,000 active. Potency, µM (highest dose often 114 µM), inactives show top-dose activity change, negative = inhibition, hits mostly inhibitors. AID 485314, 2010; note: potency is the fitted concentration of half-maximal effect; % is set by controls: 0 for no effect and ±100 for the full control effect
#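 Preincubation: enzyme (10 nM) with compound, 15 min, RT. Reaction: substrate added to 50 nM final. Reads: 0 and 10 min. Analysis: normalized, Hill fit.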
# * marks the source's active call; other numbers are inactive results; ? = inconclusive; . = no result given; & = joins results of further samples; [ ] = dose if it differs, or a comment. Unless noted, calls come from the whole dose curve; as a rule, active = well fitted curve in the direction sought with a large enough effect; inconclusive = small, poorly fitted or top-dose-only effect, or another doubt; inactive = no such curve, though single readings can be large; an effect the other way counts as inactive or inconclusive. These rows are one share of the data; the hit share may differ from the screen's.
SMILES,TRHR agonist,12-LOX inh,POLI inh,POLK inh,BLM inh,APE1 inh,Apoferritin bind,ERG-DNA inh,POLB inh
O=c1oc(Nc2ccccc2F)nc2ccccc12,2.6,18.3%,-9.6%,6.5%,-0.2%,11.6%,-4.1%,3.1%,6.1%
NC(=O)c1ncn([C@@H]2O[C@H](CNCc3cccc(OC4CCCC4)c3)[C@@H](O)[C@H]2O)n1,.,0.0%,0.2%,2.7%,.,.,.,-3.9%,.
O=C(Nc1ccc(F)cc1)c1nc[nH]c1C(=O)Nc1ccccc1[N+](=O)[O-],-0.3,-4.1%,32.0%[activator],-5.5%,-12.7%,11.7%,-9.8%,.,88.2%
O=C(c1cccc(F)c1)N1CCC2(CC1)CN(Cc1ccccc1)C2,.,-4.5%[57.4 µM],.,0.0%[60.1 µM],3.5%,4.6%,.,.,.
O=C(O)c1cc(CN2CCOCC2)oc1-c1ccccc1,0.3,49.5%[activator],0.2%,-10.9%,-1.6%,9.2%,1.3%,-2.6%,5.8%
Cc1ccc(C)c(NC(=O)C(CC(=O)O)Cc2ccccc2)c1 (stereo not drawn),0.1,0.0%,115.2%[activator],-2.2%,-2.1%,18.2%,-10.9%,-4.3%,46.1%
COC(=O)c1cc2sc(Cl)cc2n1CC(=O)NCCC(C)C,0.4,6.4%,3.8%,-8.1%,0.4%,-1.1%,-5.3%,-2.6%,1.2%
Cc1ccc(C(=O)NNC(=O)c2ccccc2O)cc1S(=O)(=O)N1CCCCC1,-0.2,-7.6%,-9.3%,0.9%,.,0.8%,.,-7.2%,.
Cc1cc(-c2ccco2)c(C#N)c2nc3ccccc3n12,-0.3,-12.2%,?,?,2.51µM*,-2.3%,81.0%[activator],-0.8%,8.91µM*
O=C(CSc1nc2[nH]ncc2c(=O)n1-c1ccccc1)NCCc1ccccc1,0.5,-12.2%,25.2%,3.0%,1.1%,-6.7%,-13.9%,-1.2%,1.0%
COc1cccc(CNC(=O)CCC2CCCN(C(=O)c3ccoc3)C2)c1 (stereo not drawn),-0.3,1.2%,21.2%,6.3%,-3.2%,5.0%,-8.5%,0.6%,0.4%
O=C(NC1CCCC1)c1cc(-c2ccccc2Cl)on1,0.2,13.4%,51.4%[activator],-14.2%,-1.3%,15.0%,4.0%,6.2%,-0.8%
Cc1ccn(CCC(=O)N2CCc3ccccc32)n1,-0.6,-26.4%,6.5%,-4.8%,-2.4%,58.8%[activator],0.0%,2.5%,-0.7%
COC(=O)c1ccccc1NC(=O)CCS(=O)(=O)c1nc(-c2ccc3c(c2)OCO3)cc(C(F)(F)F)n1,-0.5,0.0%,?,-5.8%,0.5%,.,154.8%[activator],-2.1%,5.8%
Cc1cc(C)n(CC(=O)N/N=C/c2cccs2)n1,0.3,0.1%,171.7%[activator],-6.4%,-1.6%,1.9%,-7.6%,-24.6%,7.0%
CCOC(=O)C1(CCOc2ccccc2)CCN(Cc2ccc(OCCO)cc2)CC1,1.5,13.6%,102.7%[activator],-13.8%,-0.5%,1.9%,-6.0%,-5.2%,4.6%
CCC(CC)NC(=O)Cn1c(C(C)NC(C)=O)nc2ccccc21 (stereo not drawn),-0.7,3.9%,4.8%,15.9%,-3.3%,-5.8%,-4.6%,-8.4%,42.5%
O=S(=O)(c1ccc(Br)cc1Cl)N1CCN(CCO)CC1,1.6,?,18.9%,10.4%,0.0%,-4.5%,-3.9%,17.8%,-10.8%
O=C(NC1CCCC1)c1ccc(CNc2c(N3CCOCC3)c(=O)c2=O)cc1,0.3,-6.9%,?,-6.5%,-0.9%,-1.2%,-14.8%,18.2%,2.7%
COc1ccc(C(=O)O)cc1S(=O)(=O)Nc1cccc(C(F)(F)F)c1,0.2,387.3%[activator],2.7%,7.3%,1.1%,5.4%,-8.0%,-7.9%,-0.3%
C#CCOCCOCCOCCNc1nc(N2CCN(C(=O)CCCCCCCCCCNC(=O)[C@H](CCCCN)n3cc(C)nn3)CC2)nc(N2CCN(C(=O)CCCCCCCCCCNC(=O)[C@H](CCCN=C(N)N)n3cc(C[C@@H](C)CC)nn3)CC2)n1,-0.6,.,?,?,.,-92.7%,.,9.2%,.
O=C(COC(=O)CSc1ccc([N+](=O)[O-])cc1)NCc1ccco1,0.0,-10.7%,17.9%,-2.0%,.,-21.7%,.,11.3%,.
O=C(NC1CC1)c1cccc(NC(=O)C2CCN(S(=O)(=O)c3cccc(C(F)(F)F)c3)CC2)c1,.,20.0%,31.3%[activator],-4.2%,.,.,.,1.0%,.
O=c1c2ccsc2ncn1Cc1cccc(C(F)(F)F)c1,-1.0,-3.8%,5.1%,-13.9%,-0.4%,-11.5%,?,1.7%,2.1%
COc1ccc(-c2csc(/C(C#N)=C/Nc3cc4oc5ccccc5c4cc3OC)n2)cc1,-0.5,-7.7%,116.5%[activator],6.6%,-1.1%,-7.8%,-3.8%,6.8%,2.0%
COC(=O)c1sc2nc3c(c(-c4cccs4)c2c1N)CCCC3,0.4,-25.8%,7.6%,-2.7%,-11.0%,3.0%,2.3%,-4.5%,24.7%
Cc1ccc(-c2nc3ncccc3o2)cc1NC(=O)c1ccc([N+](=O)[O-])o1,-0.5,.,-2.1%,-9.6%,-4.9%,22.2%,-13.1%,-3.7%,-6.2%
Clc1cccc(-n2ncc3c(NC4CCCCCC4)ncnc32)c1,0.5,?,-6.4%,-4.5%[60.1 µM],-11.5%,.,3.2%,4.1%,-0.3%
COC(=O)CCn1nc(-c2ccc(C)cc2)c2ccccc2c1=O,-0.9,0.0%,98.0%[activator],9.5%,-2.9%,1.2%,-19.6%,7.8%,2.0%
CCS(=O)(=O)NC(C)C(c1cccs1)N1CCN(c2ccc(F)cc2)CC1 (stereo not drawn),1.0,20.1%[57.4 µM],6.8%,0.0%,-5.6%,-0.5%,-20.1%,2.5%,1.1%
COc1ccc(C2Nc3ccccc3C(=O)N2Cc2ccco2)cc1COc1ccc(NC(C)=O)cc1 (stereo not drawn),0.3,0.0%[57.4 µM],?,-7.2%&-3.4%,-7.2%,-5.9%,47.1%[activator],-6.2%,-18.1%
CCOc1ccc(NC(=O)c2ccc(CNc3c(N4CCCC4)c(=O)c3=O)cc2)cc1,-0.5,2.8%,1.1%,3.5%,-0.1%,12.8%,-10.4%,0.4%,-19.8%
COc1ccc(NC(=O)CC2Oc3ccc(C)cc3NC2=O)cc1Cl (stereo not drawn),-0.2,-15.5%,-27.6%,7.6%,-1.9%,.,21.2%,2.9%,0.9%
O=C(CN(C(=O)C1CSC(=O)C1)c1cccc(F)c1)NC1CCCC1 (stereo not drawn),0.8,-8.5%,-4.3%,-0.3%,2.7%,0.8%,-2.5%,-8.8%,0.5%
CCCn1nc2cc(C(=O)NC3CCc4ccccc43)ccc2c1OCC (stereo not drawn),-0.3,-1.4%,48.4%[activator],-4.7%,-5.8%,-3.5%,8.2%,-9.0%,-13.5%
O=C(Nc1nc(-c2ccc(Cl)s2)cs1)c1cccs1,-0.3,?,16.1%,-13.0%,-12.9%,1.0%,-20.6%,-3.8%,-14.8%
CC1CC(C)CN(C(=O)CCNC(=O)c2ccccc2Cl)C1 (stereo not drawn),0.2,59.1%[activator],19.2%,-4.4%,-5.4%,-1.3%,-6.6%,8.0%,13.0%
CCOC(=O)Cn1c(=NC(=O)CN2C(=O)CCC2=O)sc2cc(S(N)(=O)=O)ccc21,0.0,-18.2%,15.6%,-13.2%,3.1%,-1.6%,-4.4%,-5.8%,15.3%
O=C(O)CCSc1nnc(-c2ccncc2)n1-c1ccccc1,-1.0,0.0%,15.8%,0.5%,-1.4%,5.4%,-3.4%,-0.8%,-0.3%
CCCc1nnc(SCc2cc(=O)c3c(C)cc(C)cc3[nH]2)n1C,0.2,?,41.8%[activator],-1.7%[60.1 µM],3.7%,.,-8.2%,-1.2%,5.5%
Cc1ccc2c(ccn3cc4c(c(=O)n(C)c(=O)n4C)c23)c1,-0.1,-6.6%,54.0%[activator],-14.7%,-7.0%,3.4%,-8.0%,7.4%,-0.3%

# Ordered by the number under APE1 inh (largest number first): four from the list above.
SMILES	APE1 inh
O=C(O)CCSc1nnc(-c2ccncc2)n1-c1ccccc1	5.4%
COC(=O)c1sc2nc3c(c(-c4cccs4)c2c1N)CCCC3	3.0%
CCS(=O)(=O)NC(C)C(c1cccs1)N1CCN(c2ccc(F)cc2)CC1 (stereo not drawn)	-0.5%
CC1CC(C)CN(C(=O)CCNC(=O)c2ccccc2Cl)C1 (stereo not drawn)	-1.3%

# Some of these compounds in order of count of non-hydrogen atoms, falling.
SMILES,TRHR agonist,12-LOX inh,POLI inh,POLK inh,BLM inh,APE1 inh,Apoferritin bind,ERG-DNA inh,POLB inh
COc1ccc(-c2csc(/C(C#N)=C/Nc3cc4oc5ccccc5c4cc3OC)n2)cc1,-0.5,-7.7%,116.5%[activator],6.6%,-1.1%,-7.8%,-3.8%,6.8%,2.0%
Clc1cccc(-n2ncc3c(NC4CCCCCC4)ncnc32)c1,0.5,?,-6.4%,-4.5%[60.1 µM],-11.5%,.,3.2%,4.1%,-0.3%
CC1CC(C)CN(C(=O)CCNC(=O)c2ccccc2Cl)C1 (stereo not drawn),0.2,59.1%[activator],19.2%,-4.4%,-5.4%,-1.3%,-6.6%,8.0%,13.0%
